Compound activity deposited in PubChem BioAssay by several laboratories.
Rin1-Abl PPI inh: inhibitors of Rin1-Abl protein binding, primary screen, biochemical, TR-FRET; Tyrosine-protein kinase ABL1 (Homo sapiens) + Ras and Rab interactor 1 (Homo sapiens), …; inhibition, % at 7.35 µM; 0.4% of 360,000 active; AID 588664, 2011; in the data active = inhibition above about 5%, passing the limit was not always enough
FAS-TE inh: FAS thioesterase domain inhibitors, primary screen, biochemical, fluorescence intensity, uHTS | Fatty acid synthase (Homo sapiens), P49327 | recombinant FAS-TE, OMFH fluorogenic substrate, fluorescence endpoint | inhibition, % at 15 µM | 0.67% of 360,000 active | AID 602261, 2012;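 active = compounds whose normalised, plate-corrected inhibition of enzyme fluorescence in the single-dose primary screen is 50% or more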;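 also: 0% = DMSO with enzyme and 100% = substrate without enzyme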
E coli Lon inh: inhibitors of E. coli Lon protease, primary screen, biochemical, fluorescence polarization. P0A9M0. purified E. coli Lon protease. inhibition, % at 7.94 µM. 0.42% of 360,000 active. AID 602123, 2011; in the data active = inhibition above about 13%, passing the limit was not always enough;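 also: 0% = enzyme with probe and DMSO and 100% = no enzyme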
Target sequence (P0A9M0 whole entry, looked up): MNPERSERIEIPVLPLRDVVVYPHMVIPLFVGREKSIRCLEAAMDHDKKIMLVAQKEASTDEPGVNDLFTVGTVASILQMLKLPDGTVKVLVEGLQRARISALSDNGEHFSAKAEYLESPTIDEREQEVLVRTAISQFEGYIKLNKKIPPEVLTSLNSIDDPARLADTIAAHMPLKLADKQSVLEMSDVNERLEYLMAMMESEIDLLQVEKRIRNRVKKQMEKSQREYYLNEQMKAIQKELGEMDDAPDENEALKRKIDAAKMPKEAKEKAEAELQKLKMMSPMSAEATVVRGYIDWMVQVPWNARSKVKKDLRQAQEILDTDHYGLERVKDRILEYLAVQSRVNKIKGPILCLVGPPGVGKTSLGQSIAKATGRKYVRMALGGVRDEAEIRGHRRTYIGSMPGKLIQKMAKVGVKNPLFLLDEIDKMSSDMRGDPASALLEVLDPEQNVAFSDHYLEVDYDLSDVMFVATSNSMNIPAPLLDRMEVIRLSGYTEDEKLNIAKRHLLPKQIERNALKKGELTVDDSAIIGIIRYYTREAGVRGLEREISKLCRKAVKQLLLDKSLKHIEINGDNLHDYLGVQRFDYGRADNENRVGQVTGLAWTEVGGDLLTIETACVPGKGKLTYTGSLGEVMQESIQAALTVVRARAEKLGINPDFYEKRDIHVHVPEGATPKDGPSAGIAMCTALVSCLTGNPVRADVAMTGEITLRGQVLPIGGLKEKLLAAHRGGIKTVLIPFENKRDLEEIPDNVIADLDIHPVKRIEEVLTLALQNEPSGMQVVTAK
MT1-MMP act inh: blockers of MT1-MMP proenzyme processing, primary screen, HT1080 RFP-PRO-GFP cells, GFP/RFP fluorescence | Matrix metalloproteinase-14 (Homo sapiens), P50281 | 0.061% of 360,000 active | GFP/RFP ratio fluorescence, overnight; percent of plate control window, DMSO zero | GFP/RFP ratio change, % at 20 µM;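 active = GFP/RFP ratio change of at least 30% with cell ATP level not reduced by more than half and red fluorescence within 50% of control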; also: strong numbers were not always called active
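Test system: HT1080 RFP-PRO-GFP cells; Benchmarks: DMSO and RFP-L50D-GFP cell wells; Timing: cells overnight before dosing, compound overnight, 37 °C, 5% CO2; Compound: one 20 µM compound dose with 1% DMSO; Read-out: GFP/RFP fluorescence ratio.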
SKN-1 block: suppressors of acrylamide-induced Pgst-4::GFP reporter in worms, primary screen, SKN-1 inhibitor project, whole organism, uHTS, GFP/RFP fluorescence ratio, strain VP596. inhibition, % at 21.8 µM. AID 624304, 2012. 0.49% of 360,000 active. C. elegans VP596 Pgst-4::GFP/RFP ratio, 24 h;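 active = interference check ratio from 0.5 to 1.5 plus GFP to RFP signal ratio inhibition reaching or exceeding a fixed threshold, cut at about 30% in these data, passing the limit was not always enough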; also: some compounds called inactive have numbers as strong as hits
MLLE-PAM2 inh: inhibitors of PABP1 MLLE–PAM2 peptide binding, primary screen, biochemical, fluorescence polarization, FITC-PAM2, GST-MLLE. Polyadenylate-binding protein 1 (Homo sapiens), P11940. inhibition, % at 20 µM. 0.36% of 360,000 active; in the data active = inhibition above about 35%, passing the limit was not always enough;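 also: plate controls were DMSO wells with GST-MLLE for no effect and wells lacking GST-MLLE protein for full effect; some results filed as inactive read as strong as hits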
NRP1-CendR mod: modulators of CendR peptide binding to NRP-1, primary screen, biochemical, fluorescence polarization, uHTS. Neuropilin-1 (Homo sapiens), O14786. inhibition, % at 25 µM. FAM-RPARPAR peptide binding to NRP-1. 0.85% of 360,000 active. AID 602438, 2012;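 active = inhibition or corrected inhibition above about 18%, plus a signal ratio from 0.5 to 1.5, limit read from the data, passing the limit was not always enough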; also: strong numbers were not always called active
Neddyl block: inhibitors of cullin neddylation, primary screen, biochemical, TR-FRET, uHTS, NAE and Ubc12. NEDD8-conjugating enzyme Ubc12 (Homo sapiens) + NEDD8-activating enzyme E1 regulatory …. calls only at 25 µM. 0.58% of 360,000 active. AID 651699, 2012; in the data active = inhibition above about 36%
bovine MsrA act: bovine MsrA enzyme activators, primary screen, biochemical, absorbance, HTS; 0.3% of 360,000 active; Methionine sulfoxide reductase A (Bos taurus); activation, % at 10.6 µM; purified bovine MsrA, absorbance read-out; AID 602163, 2012; in the data active = activation above about 7.5%;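 also: 0% = vehicle and 100% = reference activator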
* = called active by the depositor; i = inactive; nt = no result given.

SMILES	bovine MsrA act	E coli Lon inh	Rin1-Abl PPI inh	MLLE-PAM2 inh	FAS-TE inh	NRP1-CendR mod	Neddyl block	SKN-1 block	MT1-MMP act inh
Cc1cccc(C)c1NC(=O)C1(C)CN(S(C)(=O)=O)CC(=O)N1CC(F)(F)F (centres undefined)	nt	nt	nt	nt	nt	-30	i	-1	5
CC1CCCCN1C(=O)c1cc(-c2ccc3c(c2)OCO3)on1 (centres undefined)	-9	1	2	1	-2	1	i	-6	3
CC(C)NC(=O)CSCc1ccccc1Cl	-2	-3	2	-32	-1	-2	i	-17	4
CCN(CC)C(=O)C1=C(C)N(Cc2ccc(C(C)(C)C)cc2)C(=O)C(CC(=O)NC2CCCC2)C1 (centres undefined)	0	6	-2	11	0	-6	i	-6	1
COc1ccccc1-c1c(C)oc2cc(OCC(=O)OCc3ccccc3)ccc2c1=O	-1	5	0	10	-99	-13	i	8	8
CC1CCN(CCOCCOc2ccc(Cl)cc2Br)CC1	-10	-3	2	11	-4	2	i	6	-2
O=C(CSc1nc2ccccc2c(=O)n1-c1ccccc1)c1c[nH]c2ccccc12	-1	1	0	1	-3	-8	i	9	0
CCc1ccccc1NC(=O)CN1CCN(C(=O)CNC(=O)c2ccccc2F)CC1	-2	-8	5	2	-8	-14	i	10	6

Single entries from the results shown:
MT1-MMP act inh, Cc1cccc(C)c1NC(=O)C1(C)CN(S(C)(=O)=O)CC(=O)N1CC(F)(F)F (centres undefined) → 5
NRP1-CendR mod, O=C(CSc1nc2ccccc2c(=O)n1-c1ccccc1)c1c[nH]c2ccccc12 → -8

Of the compounds above, these contain nitrogen in an aromatic ring:
SMILES	bovine MsrA act	E coli Lon inh	Rin1-Abl PPI inh	MLLE-PAM2 inh	FAS-TE inh	NRP1-CendR mod	Neddyl block	SKN-1 block	MT1-MMP act inh
CC1CCCCN1C(=O)c1cc(-c2ccc3c(c2)OCO3)on1 (centres undefined)	-9	1	2	1	-2	1	i	-6	3
O=C(CSc1nc2ccccc2c(=O)n1-c1ccccc1)c1c[nH]c2ccccc12	-1	1	0	1	-3	-8	i	9	0

Next part:
SMILES	bovine MsrA act	E coli Lon inh	Rin1-Abl PPI inh	MLLE-PAM2 inh	FAS-TE inh	NRP1-CendR mod	Neddyl block	SKN-1 block	MT1-MMP act inh
O=C1Nc2ccccc2C(O)(C(=O)NCc2ccc3c(c2)OCO3)N1c1ccccc1 (centres undefined)	0	-7	3	15	3	3	i	16	2
Cc1cc(OCC(=O)NCC(c2ccc(F)cc2)N2CCOCC2)ccc1Cl (centres undefined)	-2	-4	1	13	4	3	i	10	-3
O=C(O)c1cc(-c2ccc(-c3c(-c4ccc5c(c4)OCO5)noc3-c3ccsc3)cc2)nc2ccccc12	-1	-5	-3	9	37	-26	i	0	9
Cc1ccc(NC(=O)CN(C)C(=O)COc2ccc(Br)cc2)cc1	0	5	-5	9	1	9	i	6	1
CC(=O)C1=C(O)C(=O)N(CCN2CCOCC2)C1c1ccc(N(C)C)cc1 (centres undefined)	-5	-7	-1	11	-10	-11	i	25	3
OCC[C@@H]1C[C@@H](O)[C@H](O)[C@@]2(CCCO2)O1	-2	7	-4	-5	-2	-4	i	13	-1
Cc1nn(Cc2ccc(C(=O)Nc3ccccc3C(F)(F)F)o2)c(C)c1Br	1	-11	-5	4	15	-11	i	-4	-3
Cc1ccc(NC(=O)NC(=O)CN2C(=O)NC3(CCCCCCC3)C2=O)c(C)c1	0	-1	2	1	19	-5	i	7	-3

For reference, some entries already given.
SMILES	bovine MsrA act	E coli Lon inh	Rin1-Abl PPI inh	MLLE-PAM2 inh	FAS-TE inh	NRP1-CendR mod	Neddyl block	SKN-1 block	MT1-MMP act inh
Cc1ccc(NC(=O)CN(C)C(=O)COc2ccc(Br)cc2)cc1	0	5	-5	9	1	9	i	6	1
CC(=O)C1=C(O)C(=O)N(CCN2CCOCC2)C1c1ccc(N(C)C)cc1 (centres undefined)	-5	-7	-1	11	-10	-11	i	25	3
OCC[C@@H]1C[C@@H](O)[C@H](O)[C@@]2(CCCO2)O1	-2	7	-4	-5	-2	-4	i	13	-1
Cc1nn(Cc2ccc(C(=O)Nc3ccccc3C(F)(F)F)o2)c(C)c1Br	1	-11	-5	4	15	-11	i	-4	-3
Cc1ccc(NC(=O)NC(=O)CN2C(=O)NC3(CCCCCCC3)C2=O)c(C)c1	0	-1	2	1	19	-5	i	7	-3

Going on with the list.
SMILES	bovine MsrA act	E coli Lon inh	Rin1-Abl PPI inh	MLLE-PAM2 inh	FAS-TE inh	NRP1-CendR mod	Neddyl block	SKN-1 block	MT1-MMP act inh
Cc1ccc2nc(C3CCCN(C(=S)Nc4ccccc4C)C3)[nH]c2c1 (centres undefined)	-2	-3	-3	-84	-1	-8	i	5	0
COc1ccc(S(=O)(=O)N2CCCCCC2)cc1C(=O)NCc1cccs1	-3	3	3	-16	5	-3	i	4	-2
COc1ccc(C(NCC(=O)NC(C)c2ccc(Cl)cc2)c2ccccc2)cc1 (centres undefined)	-4	1	3	0	20	2	i	-21	-2
O=C(CCCc1ccccc1)Nc1ccc(Br)cc1F	-4	-6	-1	1	22	-6	i	-5	-1
Cc1ccc(OCc2ccc(C(=O)Nc3nc4ccccc4n3Cc3ccccc3)o2)c([N+](=O)[O-])c1	0	-3	0	5	22	-2	i	15	0
Cn1c(=O)[nH]c(=O)c2c1nc1n2CCCN1CCc1ccccc1	-7	-4	1	7	-7	-3	i	9	-1
Cc1ccc2[nH]c(O)c(N=Nc3ccccc3[N+](=O)[O-])c2c1	-2	-4	-4	-16	-2	7	i	15	9
CCc1c(C)nc2ncnn2c1N1CCCC(C(=O)NCc2ccc3c(c2)OCO3)C1 (centres undefined)	-2	-10	-2	-1	-2	-4	i	26	3
Clc1ccccc1CSc1nnc(-c2cccnc2)n1Cc1ccco1	-12	-36	-6	5	-9	-6	i	14	-5
O=C(CS)Nc1ccc2ccccc2c1	0	-2	-1	21	-169	-1	i	15	-5
CCN(CC)S(=O)(=O)c1cccc(-c2nnc(SCCOc3ccccc3C)o2)c1	-7	-4	-1	-14	32	1	i	-1	1
CCOC(=O)c1sc2nc(-c3ccco3)c3c(c2c1N)CC(C)(C)OC3	-4	-11	1	-1	6	-33	i	8	-3
O=C(COC(=O)CCC(=O)c1cccs1)Nc1ccc(F)c(F)c1F	-2	-9	-2	10	-1	13	i	8	-2
O=C(CCNC(=O)c1ccc(Br)cc1)Nc1ccccc1N1CCOCC1	-1	-18	0	-2	1	14	i	1	-11
O=C(c1cc(COc2ccc(F)cc2Cl)on1)N1CC[C@@H]2CCCC[C@H]2C1	-2	8	-1	-4	36	2	i	5	2
COc1cc(/C=C2/N=C(c3ccccc3)OC2=O)c(F)cc1OCc1ccccc1	0	3	1	-7	13	-4	i	-1	5
CCOC(=O)C1=C(c2ccccc2)Nc2ncnn2C1c1cc(OC)cc(OC)c1OC (centres undefined)	-2	1	-5	-2	-7	-16	i	3	4
O=C(N/N=C/c1cccnc1)c1ccc(NC(=O)c2ccccc2Cl)cc1	-11	3	0	-13	-5	11	i	7	4
CCOC(=O)C1CCCN(C(=O)Cn2nc(C)n3c(cc4c(OC)cccc43)c2=O)C1 (centres undefined)	-6	-1	0	3	-6	-2	nt	6	0
Cc1ccc(NS(=O)(=O)c2cccc3cccnc23)c(Cl)c1	-3	-4	2	8	14	0	i	-4	-2
CCOC(=O)C1=C(COC(=O)CNS(=O)(=O)c2ccc(C)cc2)NC(=O)NC1C (centres undefined)	-4	-5	-2	0	-4	10	i	-3	-1
CN(C)CCCNC(=O)CC1C[C@H](C(=O)N2CCCCC2)[C@@]2(CCc3ccccc3)c3[nH]c4ccccc4c3CCN2C1=O (some centres undefined)	-5	2	2	10	8	-13	i	5	-4
Cc1occc1C(=O)Nc1cccc([N+](=O)[O-])c1	-3	11	2	7	13	-2	i	2	4
COc1ccc(Cl)cc1NC(=O)Cn1c(C)csc1=O	-2	-6	2	21	1	-6	i	-2	-2
COCCOCCn1cnc2ccccc21	0	9	2	1	0	4	i	8	-8
COc1cc(OC)cc(N(C(=O)C2COc3ccccc3O2)C(C(=O)NC2CCCCC2)c2ccc(O)cc2)c1 (centres undefined)	-9	3	-1	5	12	8	i	-10	-51
CO[C@@]12[C@@H]3N[C@@H]3CN1C1=C(C(=O)C(N)=C(C)C1=O)[C@@H]2COC(N)=O	-3	15	-14	2	-4	10	i	12	2
CCOc1ncccc1C(=O)Nc1nnc(C)s1	-1	-4	3	-10	-6	24	i	3	0
O=C(CN1CCCCCC1)Nc1ccc([N+](=O)[O-])cc1Cl	-2	-6	1	4	25	4	i	6	-2
CC1(C(=O)Nc2ccc3c(c2)OCCO3)CCN1C(=O)C1(c2ccccc2)CC1 (centres undefined)	-1	0	2	-3	-2	1	i	14	-1
Cc1cc(N)ccc1-n1nc2ccccc2n1	-3	4	1	4	-3	0	i	19	3
COc1ccccc1NC(=O)C(=O)NNC(=O)c1ccco1	-10	-1	1	-3	-6	2	i	-15	-6
COc1ccc(CC(=O)Nc2sc3c(c2C(N)=O)CCCC3)cc1	8.4*	-11	2	-5	-1	-15	i	2	0
CC1C(=O)N(Cc2cn(CCC3OCCCO3)nn2)CCS(=O)(=O)N1Cc1ccc(-c2ccc(Cl)nc2)cc1 (centres undefined)	-4	-4	2	12	-2	4	i	7	0

This is a random part of the collection, and some 4% of all compounds hit somewhere here.
